Gli-Sufu block: Gli-Sufu pathway antagonism; Sufu-KO-LIGHT fibroblasts, Gli luciferase reporter luminescence; inhibition, % at 5 µM; hit rate 0.74% among 340,000;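 active means inhibition above about 55%, limit read from the data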;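 further: 0% = DMSO-treated cells and 100% = wells with medium but no cells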
SENP8 inh: inhibitors of human SENP8 protease. Q96LD8. purified SENP8, Z-RLRGG-aminoluciferin cleavage, luminescence. inhibition, % at 10 µM. hit rate 1.2% among 330,000. AID 2540
UBC13 inh: blocks human UBC13 polyubiquitin chain formation | hit rate 0.47% among 330,000 | TR-FRET | AID 485273 | inhibition, % at 20 µM; in the data active means inhibition above about 45%, passing the limit was not always enough; inconclusive means no clear call, values can overlap the other calls
Apaf-1 inh: blocks human Apaf-1 apoptosome activity; O14727; reconstituted apoptosome caspase-3 activity, DEVD-Rh110 fluorescence; inhibition, % at 20 µM; hit rate 0.71% among 330,000; AID 489030; active means inhibition of at least 40% at 20 µM;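 further: plate controls were DMSO wells for no effect and DEVD-CHO caspase inhibitor wells for full effect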
Target sequence (O14727 whole entry, looked up): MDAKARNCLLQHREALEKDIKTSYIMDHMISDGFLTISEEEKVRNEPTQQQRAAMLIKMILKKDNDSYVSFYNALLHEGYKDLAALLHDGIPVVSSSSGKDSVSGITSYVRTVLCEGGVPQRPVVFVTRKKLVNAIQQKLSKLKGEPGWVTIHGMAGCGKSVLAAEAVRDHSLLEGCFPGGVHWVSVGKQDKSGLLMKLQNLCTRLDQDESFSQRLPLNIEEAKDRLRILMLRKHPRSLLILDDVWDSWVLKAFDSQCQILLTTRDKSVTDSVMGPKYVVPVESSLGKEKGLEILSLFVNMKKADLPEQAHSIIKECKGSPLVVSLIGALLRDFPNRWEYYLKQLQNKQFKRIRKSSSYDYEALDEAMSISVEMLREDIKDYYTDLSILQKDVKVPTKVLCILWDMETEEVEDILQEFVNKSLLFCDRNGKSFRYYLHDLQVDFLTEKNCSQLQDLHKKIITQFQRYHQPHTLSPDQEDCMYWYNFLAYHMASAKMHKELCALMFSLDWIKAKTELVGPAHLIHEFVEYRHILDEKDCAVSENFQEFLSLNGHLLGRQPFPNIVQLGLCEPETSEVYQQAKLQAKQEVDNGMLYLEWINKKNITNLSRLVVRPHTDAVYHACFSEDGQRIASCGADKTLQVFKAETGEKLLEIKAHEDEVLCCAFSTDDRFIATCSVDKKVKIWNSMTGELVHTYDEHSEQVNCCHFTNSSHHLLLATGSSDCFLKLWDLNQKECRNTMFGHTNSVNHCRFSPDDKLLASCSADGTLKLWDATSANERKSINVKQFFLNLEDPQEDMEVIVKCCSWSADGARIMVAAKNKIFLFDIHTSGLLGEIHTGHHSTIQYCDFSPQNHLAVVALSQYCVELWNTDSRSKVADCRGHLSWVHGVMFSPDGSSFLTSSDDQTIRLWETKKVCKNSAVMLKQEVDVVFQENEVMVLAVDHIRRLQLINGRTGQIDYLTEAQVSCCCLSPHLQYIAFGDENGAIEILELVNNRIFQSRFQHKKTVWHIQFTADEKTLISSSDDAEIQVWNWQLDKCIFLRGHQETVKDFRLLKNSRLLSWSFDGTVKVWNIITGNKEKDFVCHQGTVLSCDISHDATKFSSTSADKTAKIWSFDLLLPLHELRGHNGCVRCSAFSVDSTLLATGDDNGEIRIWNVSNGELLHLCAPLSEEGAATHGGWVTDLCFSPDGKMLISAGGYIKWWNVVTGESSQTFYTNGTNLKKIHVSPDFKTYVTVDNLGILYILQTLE
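System: Apoptosome proteins | Medium: Hepes pH 7.5 with detergent and BSA | Also added: Cytochrome c trigger plus (Z-DEVD)2-Rh110 caspase-3 substrate | Incubation: 30 min compound preincubation, 50 min activation, room temperature | Detection: Rhodamine 110 fluorescence at Ex 480/Em 540 nm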
Jurkat NFkB inh: inhibitors of the PMA/ionomycin-induced NF-kB reporter in Jurkat cells | AID 435003 | PMA/ionomycin-induced NF-kB luciferase reporter, luminescence | inhibition, % at 4 µM | hit rate 0.53% among 330,000
CCR6 antag: antagonists of human CCR6 receptor. CHO-K1 CCR6 PathHunter beta-arrestin, luminescence, CCL20-stimulated. hit rate 0.49% among 340,000. inhibition, % at 20 µM;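 active means compounds whose inhibition of the agonist-driven luminescence signal at 20 µM reaches about 50%, limit read from the data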;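 further: cells stimulated with CCL20 at 14 nM final; plate controls were DMSO with CCL20 for no effect and DMSO without agonist for full effect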
697 NFkB inh: inhibitors of the PMA/ionomycin-induced NF-kB reporter in 697 B cells; hit rate 0.33% among 330,000; AID 435022; 697 B-cell NF-kB luciferase reporter, 16 h; inhibition, % at 4 µM; in the data active means inhibition above about 35%
EBI2 antag: EBI2 (human) antagonism. inhibition, % at 5 µM. P32249. EBI2 beta-arrestin recruitment, luminescence, 7a,25-OHC stimulated. hit rate 0.81% among 360,000; in the data active means inhibition above about 38%;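 further: enzyme fragment complementation signal reports receptor beta-arrestin coupling in cells; 0% = agonist plus DMSO wells and 100% = wells without agonist; some results beyond the cut were filed as inactive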
* = called active by the depositor; ? = inconclusive; . = no result given. Unless noted, no stated cut-off is given here; in the data, active means inhibition above about 50%; inactive means the rest. These rows are one share of the data; count on the stated rates, not on these rows.

SMILES	Gli-Sufu block	SENP8 inh	UBC13 inh	Apaf-1 inh	Jurkat NFkB inh	CCR6 antag	697 NFkB inh	EBI2 antag
COc1cc2c(cc1OC)C(NC(=O)C(F)(F)F)C/C2=N\O (stereo not drawn)	-6	4	3	2	-13	-2	-19	-11
Cc1ccc2c(c1)C1CN(C)CCC1N2S(=O)(=O)c1ccc(Oc2ccc([N+](=O)[O-])cc2)cc1 (stereo not drawn)	-1	-6	44	60*	-1	20	1	3
O=C(CN(C(=O)CSc1nc2ccccc2o1)c1ccccc1F)NC1CCCCC1	-21	3	2	13	6	21	-3	-11
O=C(c1ccccc1)c1cc([N+](=O)[O-])ccc1N1CCCC1	-3	-10	-2	20	10	24	-15	10
Cc1ccc(F)cc1NC(=O)C1C2CCC(O2)C1C(=O)O (stereo not drawn)	4	-2	-6	1	0	10	6	-2
CCNc1nc(NCC)nc(N/N=C/c2ccccc2)n1	-4	-2	1	-5	0	15	9	-13
COc1cnc(-c2cccc(C(F)(F)F)c2)[nH]c1=O	13	2	7	4	15	-2	16	-3
O=C(NC(=O)c1ccccc1)Nc1cccc(S(=O)(=O)N2CCCCC2)c1	2	6	-8	-8	4	4	-11	-6
COc1ccc(/C=N/NC(=O)c2cc[n+]([O-])cc2)cc1O	9	1	-14	3	-6	-1	6	-1
Cc1ccc(S(=O)(=O)NC(C(=O)N2CCOCCOCCOCC2)c2ccccc2)cc1 (stereo not drawn)	1	2	-2	1	-15	2	14	-2
CCOC(=O)c1cccc(COC(=O)c2cccc(-c3nnc(-c4ccccc4)o3)c2)c1	-96	28	-4	14	-14	10	-102	18
O=C(COC(=O)Cn1cnc2ccccc21)NCc1ccc(F)cc1	-3	-6	-7	6	1	-11	-6	-5
O=C(Nc1ccc(Cl)c(S(=O)(=O)N2CCOCC2)c1)c1n[nH]c(=O)c2ccccc12	-1	-1	-4	-1	6	3	17	3
CCN(CC)S(=O)(=O)c1ccc(O)c(C(=O)OCC(=O)Nc2cc(C)c(C)cc2[N+](=O)[O-])c1	2	-2	-23	9	-4	10	-4	3
O=C(Cn1cnc2c(cnn2-c2ccc(F)cc2)c1=O)OCc1ccccc1	4	-3	8	2	-1	4	1	1
Cc1ccccc1OCCC(=O)OCC(=O)Nc1cc(S(=O)(=O)N2CCOCC2)ccc1Cl	-5	5	9	3	0	19	13	-13
COc1cc2c(=O)c(-c3ccc(O)cc3)coc2cc1OC1OC(CO)C(O)C(O)C1O (stereo not drawn)	-9	-18	-4	7	-11	2	-15	-3
CC(C)CC1NC(=O)N(CC(=O)N2CCN(S(=O)(=O)c3ccc4ccccc4c3)CC2)C1=O (stereo not drawn)	0	0	2	9	8	5	12	-6
COc1cccc2sc(NNC(=O)c3nc4ccccc4s3)nc12	-3	34	-90	12	-3	-7	-21	-5
CC(C)c1[nH]nc2c1C(c1ccco1)C(C#N)=C(N)O2 (stereo not drawn)	1	-3	14	5	7	3	49*	-24
N#C/C(=C/N1CCOCC1)c1ccccc1	-8	-8	-1	3	-4	3	-2	-5
O=S(=O)(CCc1ccccc1)/N=C/c1cccs1	0	-3	0	-3	-7	-3	20	-19
O=c1c2ccccc2c(/C=N/NS(=O)(=O)c2ccccc2)c(O)n1-c1ccccn1	-9	2	-6	18	13	0	11	-3
Cc1cccc(NC(=O)CCN2C(=O)c3ccccc3C2=O)c1	-10	-12	-6	1	6	23	-20	-8
O=C(CCCCCN1C(=O)c2ccccc2C1=O)Nc1cccc(O)c1	-15	0	22	1	16	16	5	3

697 NFkB inh, hit marks shown above
SMILES	UBC13 inh	Jurkat NFkB inh	CCR6 antag	697 NFkB inh	EBI2 antag
CC(C)c1[nH]nc2c1C(c1ccco1)C(C#N)=C(N)O2 (stereo not drawn)	14	7	3	49*	-24

Back to the main list, repeating the 5 entries before the break.
SMILES	Gli-Sufu block	SENP8 inh	UBC13 inh	Apaf-1 inh	Jurkat NFkB inh	CCR6 antag	697 NFkB inh	EBI2 antag
N#C/C(=C/N1CCOCC1)c1ccccc1	-8	-8	-1	3	-4	3	-2	-5
O=S(=O)(CCc1ccccc1)/N=C/c1cccs1	0	-3	0	-3	-7	-3	20	-19
O=c1c2ccccc2c(/C=N/NS(=O)(=O)c2ccccc2)c(O)n1-c1ccccn1	-9	2	-6	18	13	0	11	-3
Cc1cccc(NC(=O)CCN2C(=O)c3ccccc3C2=O)c1	-10	-12	-6	1	6	23	-20	-8
O=C(CCCCCN1C(=O)c2ccccc2C1=O)Nc1cccc(O)c1	-15	0	22	1	16	16	5	3
Cc1c(OCc2nn[nH]n2)ccc2c(-c3ccccc3)cc(=O)oc12	0	-4	2	2	-1	5	2	-7
O=S1(=O)CCC(NC(=S)Nc2ccccc2)C1 (stereo not drawn)	9	-3	-6	-9	-11	6	-3	1
CCOc1ccc2[nH]c(=O)c(CN(CCOC)C(=O)N3CCOCC3)cc2c1	1	4	10	3	6	-2	4	1
CN(C)/C=C/C(=O)/C=C/c1cn(-c2ncc(C(F)(F)F)cc2Cl)c2ccccc12	2	-7	-10	17	7	18	-5	0
Cc1cc(NC(=O)c2ccc(Cl)c(S(=O)(=O)N3CCOCC3)c2)no1	-2	10	-5	2	1	7	6	-2
COc1ccc(NC(=S)N(CCN(C)C)C(C)c2ccco2)cc1 (stereo not drawn)	12	-7	-12	3	-15	18	-2	16
COc1ccc(NS(=O)(=O)c2ccc3c(c2)N(C(C)=O)CC(C)S3)c(OC)c1 (stereo not drawn)	54	-8	-6	9	15	7	-26	-4
Cn1ncc2c(c(SCc3ccc(Cl)cc3Cl)nn2C)c1=O	0	-6	7	-4	17	16	-2	7
Cc1ccc(C)c(OCCC(=O)OCC(=O)NC(=O)NC2CCCC2)c1	-2	3	5	19	-2	8	16	7
CCOc1ccc(N(CC(=O)NCC2CCCO2)S(=O)(=O)c2ccc(Cl)cc2)cc1 (stereo not drawn)	-1	0	8	4	-9	1	1	0
CN(Cc1cccs1)C(=O)Cc1csc(-c2ccccc2)n1	-33	-12	13	3	-7	13	-14	-6
C/C(Cl)=C\Cn1c(Nc2ccccc2)nc2c1c(=O)n(C)c(=O)n2C	16	-1	14	1	0	-15	-8	15
Oc1ccc(N=Nc2n[nH]c(-c3ccc(Cl)cc3)n2)cc1	-16	0	-80	-11	-5	32	-19	2
Cc1nn(C)c(Cl)c1C(N)=O	-3	-7	-11	7	-4	-17	9	0
CC(C)CC1NC(=S)N(Cc2ccccc2)C1=O (stereo not drawn)	1	-4	-1	-11	5	31	-16	5
COc1cc(CC(NC(C)=O)C(=O)NC2CCN(c3c(Cc4ccccc4)c(C)nc4ncnn34)CC2)cc(OC)c1 (stereo not drawn)	7	-15	-6	6	11	-4	12	0
COc1ccc(Oc2ncnc3c2oc2ccc(Br)cc23)cc1	-7	3	-18	-1	-8	2	-20	0
COc1ccc(S(=O)(=O)Nc2cc(OC)c(NC(=O)c3ccco3)cc2OC)cc1	41	-5	-2	-11	0	5	29	8
CCOC(=O)Cn1c(COc2ccccc2OC)[n+](C)c2ccccc21	52	4	5	-7	8	7	3	2
COC(=O)c1cncc(C)c1	32	1	0	8	3	-2	15	-4
O=C(CCn1c(=O)c2sccc2n(CC(=O)NCc2ccco2)c1=O)NCc1ccccc1	-2	8	-3	-7	3	-15	10	8
C#CCOC(=O)CCCNc1ccc([N+](=O)[O-])cc1[N+](=O)[O-]	5	-2	-34	3	-8	7	-14	-4
CNCCOc1ccc(Cl)c(Cl)c1	2	4	-1	-9	7	-1	12	-5
CCOCCCN(CC(=O)NC1CCCC1)C(=O)C(=O)Nc1ccc2c(c1)OCCO2	7	-6	-7	11	-9	6	-2	-2
CCOC(=O)N1CCN(C(=O)CCn2c(=S)[nH]c3ccccc3c2=O)CC1	5	9	1	6	1	3	6	-12
(next part)
SMILES	Gli-Sufu block	SENP8 inh	UBC13 inh	Apaf-1 inh	Jurkat NFkB inh	CCR6 antag	697 NFkB inh	EBI2 antag
COc1ccc(OC)c(-c2csc(NC(=O)CSc3ccc([N+](=O)[O-])cc3)n2)c1	1	-2	-10	0	18	18	4	9
CN(CC(=O)Nc1ccc(Cl)c(C(F)(F)F)c1)Cc1cc(=O)n2ccsc2n1	-3	1	15	-9	0	-8	-31	-4
CC1Cc2ccccc2N1C(=O)COC(=O)/C=C/c1cccc(F)c1 (stereo not drawn)	-5	-9	1	9	9	11	7	-9
CCCCNC(=S)NNC(=O)c1c(C)nc2ccccn12	7	-7	-5	-1	-1	4	8	9
Cc1cc(C(=O)N2CCCc3ccccc32)ccc1[N+](=O)[O-]	6	-17	-2	-8	-15	12	-10	16
COc1ccc2[nH]c(=O)c(NC(N)=S)nc2c1	2	7	?	-5	5	-6	3	-2
C1CCCN(CCCCN2CCCCCC2)CC1	18	6	12	-7	-6	-5	23	4
C#CCn1c(=NC(=O)c2ccc(Br)s2)sc2cc(NC(C)=O)ccc21	-5	3	25	23	-8	0	18	2
O=C(NNc1cc(N2CCOCC2)nc(N2CCOCC2)n1)c1ccc(Cl)cc1Cl	7	2	-7	47*	6	6	-10	-9
COC(=O)C1=C(N)Oc2cc(C)n(CC3CCCO3)c(=O)c2C1c1ccccc1 (stereo not drawn)	-3	-2	8	-4	18	17	12	-4
Cc1ccc(C)c(OCCC(=O)OC(C)C(=O)Nc2c(C)n(C)n(-c3ccccc3)c2=O)c1 (stereo not drawn)	1	-5	4	6	15	4	7	-3
Cc1[nH]c(=O)[nH]c(=O)c1S(=O)(=O)N1CCCC(C(=O)NCc2ccc3c(c2)OCO3)C1 (stereo not drawn)	-2	2	3	-8	6	11	15	-13
CCOc1ccc(NC(=O)CCCOc2cc(=O)n(C)c3ccccc23)cc1	7	6	74*	1	-3	-11	32	-2
O=C(Cc1cc(=O)[nH][nH]1)N/N=C/c1ccccc1Cl	-4	-6	-2	77*	-4	0	10	.
CC(C)=CC(=O)NCc1c(Cl)cccc1-n1cccc1	0	-8	-8	-15	-3	7	-1	-1
CN(CCCC(=O)Nc1nccs1)S(=O)(=O)c1ccc(Cl)cc1	5	5	10	4	-1	17	13	4
COCCC(=O)N1CCCC(C(=O)c2ccc(Oc3ccccc3)cc2)C1 (stereo not drawn)	8	-3	5	6	2	-3	1	3
CC(=O)N(CCc1ccccc1C)Cc1cc2cc(C)ccc2[nH]c1=O	32	-4	1	18	-6	-8	-9	4
Cc1csc(NC(=O)C(C)N2C(=O)c3ccccc3S2(=O)=O)n1 (stereo not drawn)	-10	14	2	6	-9	14	8	-4
Cc1ccc(S(=O)(=O)n2nc(OC(=O)C(C)(C)C)cc2N)cc1	5	-1	-7	9	4	-1	-3	-33
COc1ccc(-c2ccnc3nc(N4CCN(c5ccccc5)CC4)nn23)cc1	-3	-3	9	35	-1	22	1	24
COc1ccc(N2CCN(C(=O)c3ccc(CS(=O)(=O)c4ccccc4C)o3)CC2)cc1	2	3	1	8	0	-1	8	-7
CC(C)(C)C(=O)C(Oc1cccc2nonc12)n1cncn1 (stereo not drawn)	4	-6	-5	-3	0	15	5	3
CCC(CC)C(=O)c1c[nH]c(C(=O)NCc2cccs2)c1	-2	-2	2	-6	-1	-8	-4	4
O=C(NCc1ccc2c(c1)OCO2)c1ccc(COc2cccc(Cl)c2)o1	11	-2	-6	26	7	10	-17	7
(cont.)
SMILES	Gli-Sufu block	SENP8 inh	UBC13 inh	Apaf-1 inh	Jurkat NFkB inh	CCR6 antag	697 NFkB inh	EBI2 antag
O=C(O)/C=C/C(=O)N1CCN(C(c2ccccc2)c2ccccc2)CC1	15	2	-3	2	-14	9	7	0
COc1ccc(NS(=O)(=O)c2ccc(N3CCOCC3)c(N)c2)cc1	62*	10	-1	6	25	10	-25	-19
CCN1C(=O)/C(=C\N2CCN(C(=O)c3ccco3)CC2)SC1=S	0	7	-6	-11	18	-1	4	-6
Cc1nn(-c2ccccc2)c(C)c1NC(=O)COc1ccc(C#N)cc1	-5	-1	-2	-10	6	3	11	-7
CN(CC(=O)Nc1ccccc1C(F)(F)F)CC(=O)N1CCCCCC1	-1	-16	0	13	-12	1	9	6
Nc1c(C(=O)O)cnc2nc(N3CCOCC3)nn12	34	-3	10	-18	5	11	3	6
